KCNQ2 block: KCNQ2 potassium channel inhibitors, primary screen, cell-based, CHO-K1, FluxOR thallium flux, B-score (AID 2156). O88943. 20 min; hits give low values. B-score at 10 µM. 310,000 compounds, 1.1% hits;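 active = fluorescence ratio B-score at most minus 3 library SDs, with starting brightness B-score within 2 library SDs, cut at about -5.5 in these data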
Target sequence (O88943 whole entry, looked up): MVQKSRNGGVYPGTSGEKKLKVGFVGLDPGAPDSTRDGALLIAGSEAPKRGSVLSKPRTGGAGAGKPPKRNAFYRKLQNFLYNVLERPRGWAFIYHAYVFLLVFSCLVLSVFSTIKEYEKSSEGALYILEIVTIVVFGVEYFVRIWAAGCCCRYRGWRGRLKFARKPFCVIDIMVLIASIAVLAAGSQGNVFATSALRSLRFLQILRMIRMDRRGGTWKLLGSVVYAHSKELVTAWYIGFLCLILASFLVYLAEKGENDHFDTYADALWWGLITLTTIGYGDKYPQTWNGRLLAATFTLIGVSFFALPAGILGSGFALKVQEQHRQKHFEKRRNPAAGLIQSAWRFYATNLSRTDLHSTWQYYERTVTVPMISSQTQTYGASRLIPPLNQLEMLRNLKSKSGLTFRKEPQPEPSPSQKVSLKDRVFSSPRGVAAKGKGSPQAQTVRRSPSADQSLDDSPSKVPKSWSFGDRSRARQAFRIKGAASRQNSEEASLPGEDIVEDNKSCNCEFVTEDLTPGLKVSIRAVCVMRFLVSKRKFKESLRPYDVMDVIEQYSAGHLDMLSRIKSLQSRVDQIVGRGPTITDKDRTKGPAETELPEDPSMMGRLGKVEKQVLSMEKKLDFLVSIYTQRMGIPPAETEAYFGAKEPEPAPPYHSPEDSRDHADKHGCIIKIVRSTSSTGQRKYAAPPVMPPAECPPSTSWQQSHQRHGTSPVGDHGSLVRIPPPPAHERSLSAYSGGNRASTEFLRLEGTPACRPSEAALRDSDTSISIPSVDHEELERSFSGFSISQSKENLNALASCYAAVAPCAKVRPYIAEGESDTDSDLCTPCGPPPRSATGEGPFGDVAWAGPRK
Kir21 inh: Kir2.1 (mouse) channel inhibition; B-score at 10 µM; AID 1672; 310,000 compounds, 0.85% hits; HEK293-Kir2.1, FluxOR thallium flux fluorescence; hits give low values;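 active = fluorescence ratio B-score at or below minus 3 SD of library scores, with starting-brightness B-score within 2 SD, cut at about -4.2 in these data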;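 note: channel flux triggered by added potassium and thallium sulfate stimulus; B-score of peak minus minimum fluorescence over baseline after thallium stimulus; more negative B-score means stronger Kir2.1 block with less thallium influx; some compounds called inactive have numbers as strong as hits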
* hit, by the source's call; i = inactive. Compounds were not picked by outcome; overall some 1.8% were active at least once.

Values run as follows: KCNQ2 block, Kir21 inh
1) CCC(C)NC(=O)CCSCCC(=O)NC(C)CC (stereo not given)
→ i, 0.05
2) Nc1nc(Nc2ccccc2)n[nH]1
→ i, 0.34
3) COc1cc(C(=O)O)cc(NC(=O)c2ccco2)c1OC
→ i, -0.06
4) O=C(NCc1ccccc1)C(c1cccs1)N(Cc1cccs1)C(=O)c1cnccn1 (stereo not given)
→ -6*, -0.25
5) Nc1ccc(O)c2ccccc12
→ i, 0.01
6) CCOc1c2ccc(C(=O)N[C@H](C)C3CCCCC3)cc2nn1CC
→ i, -0.74
7) Cc1ccccc1C(=O)N1CCN(c2ccc(NC(=S)NC(=O)c3ccco3)cc2)CC1
→ i, -0.86
8) CN(CCn1ccnc1)Cc1cn(-c2ccccc2)nc1-c1ccc2c(c1)OCO2
→ i, -0.31
9) Cc1nc2ccc(NC(=O)c3ccc(S(=O)(=O)N(C)c4ccccc4)cc3)cc2s1
→ i, -0.54
10) CCn1c(C(=O)N2CCC(C(=O)NCc3cccs3)CC2)cc2sccc21
→ i, 0.03
11) O=C(NNc1nc2cc3c(cc2s1)OCO3)c1cccc(F)c1
→ i, -0.64
12) COc1ccc(NC(=O)c2nc[nH]c2C(=O)NCc2ccccc2)cc1
→ i, -0.12
13) CCCCSc1cnn(-c2ccccc2)c(=O)c1SCCCC
→ i, 0.02
14) CN(C)C(CNC(=O)c1ccc(NC(=O)c2cccs2)cc1)c1ccccc1 (stereo not given)
→ i, -1.1
15) O=C(COC(=O)c1cc(S(=O)(=O)N2CCOCC2)ccc1F)c1ccc[nH]1
→ i, -0.94
16) Cc1cccc(NC(=O)c2cc(NC(=O)c3ccco3)ccc2N2CCCCC2)c1
→ i, -1.5
17) CCOC(=O)C1(CC2CCCCO2)CCN(Cc2nccn2-c2cccc(C)c2)CC1 (stereo not given)
→ i, -0.02
18) NC(=O)C(c1ccc(Cl)cc1)c1ccc(Sc2ccccc2)nn1 (stereo not given)
→ i, 0.74
19) COCCNC(=O)CN1C(=O)COc2ccc(S(=O)(=O)N3CCCCCC3)cc21
→ i, -1.9
20) CCOC(=O)c1ccc(OCC2NCCc3cc(OC)c(OC)cc32)cc1 (stereo not given)
→ i, 1.6
21) O=C(COc1ccc2ccccc2c1)N1CCCC1
→ i, -0.37
22) CC(=O)Nc1nc(-c2ccc3ccccc3c2)cs1
→ i, -0.66
23) O=C(NC1CCCCC1)c1ccc(-c2ccccc2)cc1
→ i, 0.13
24) CCOC(=O)C1=C(N2CCCCC2)c2cc3c(n2C1=O)CCCC3
→ i, 0
25) O=C1OC(c2ccc(Cl)cc2)=N/C1=C\c1cccnc1
→ i, -0.04
26) CNC(=O)C1CCN(S(=O)(=O)c2c(C)noc2/C=C/N(C)C)CC1
→ i, 1.8
27) CCOC(=O)Cn1nc(C)c(NC(=O)COc2ccccc2)c1C
→ i, -0.81
28) C=CCOc1ccc(/C=C/C(=O)OCC(=O)NC(C)c2ccc(F)cc2)cc1 (stereo not given)
→ i, 0.56
29) COc1ccc(/C=C2/N=C(SC)NC2=O)cc1OC
→ i, 3.7
30) O=c1c2ccccc2nc(COc2ccccc2)n1/N=C/c1cn[nH]c1-c1ccccc1
→ i, 1.3
31) Cc1cc(N2C(=O)C(O)=C(C(=O)c3cccs3)C2c2ccccc2)no1 (stereo not given)
→ i, -0.43
32) Cc1ccc(NS(=O)(=O)c2cccc(C(=O)NCc3ccccn3)c2)cc1
→ i, -0.02
33) Fc1ccc(N/N=C/c2cccnc2)c(F)c1
→ i, 1.6
34) COc1ccccc1N1CCN(Cc2nc3ccsc3c(=O)[nH]2)CC1
→ i, -0.22
35) Cc1[nH]c2ccccc2c1Cc1nnc(SCC(=O)NCc2ccco2)o1
→ i, 0.64
36) Cc1ccc(NC2=NC3(CCCC3)N=C(N)N2)c(C)c1
→ i, 0.07
37) O=C(NCc1ccccc1)C1CCCN(C(=O)NCc2ccccc2)C1 (stereo not given)
→ i, 0.41
38) COc1ccccc1CNC(=O)CSc1nc2c(oc3ccccc32)c(=O)n1CC1CCCO1 (stereo not given)
→ i, 2.1
39) O=C(Cn1nnc2c(cnn2-c2ccc(F)cc2)c1=O)Nc1ccccc1C(F)(F)F
→ i, -0.53
40) O=C(NCc1csc(-c2ccccc2)n1)c1ccco1
→ i, -0.27
41) CCN(Cc1ccccc1)Cc1c(F)cccc1F
→ i, -1.4
42) O=C(Cn1cnc(S(=O)(=O)N2CCCC2)c1)Nc1ccccc1
→ i, 0.2
43) Cc1nc2nc(-c3ccccc3)cn2nc1C
→ i, 0.25
44) Cc1ccc(Nc2nc(-c3c(C)nc4ccccn34)cs2)cc1
→ i, -0.14
45) CCCCN(Cc1ccccc1)S(=O)(=O)c1ccc2c(c1)n(C)c(=O)c(=O)n2C
→ i, -0.37
46) COc1ccc(C2/C(=C(/O)c3ccccc3)C(=O)C(=O)N2c2ccccn2)cc1OC (stereo not given)
→ i, -0.5
47) Cc1csc(=O)n1CC(=O)OCC(=O)Nc1cc([N+](=O)[O-])ccc1Cl
→ i, 0.29
48) CCc1cc2cc(C)ccc2nc1SCC(=O)NC1CCCC1
→ i, 2.5
49) O=C(O)CCNC(=O)COc1ccc2c3c(c(=O)oc2c1)CCCC3
→ i, 0.39
50) C=CCn1c(-c2oc3nc(-c4ccccc4)cc(-c4ccccc4)c3c2N)n[nH]c1=S
→ i, 1.6

Next section.
Values run as follows: KCNQ2 block, Kir21 inh
51) CC(C)(C)c1nnc(NS(C)(=O)=O)s1
→ i, -0.23
52) Nc1ccc(OCCCc2c(N)nc(N)nc2N)cc1
→ i, -0.19
53) COc1ccccc1CN1CC(C(=O)N(C)Cc2ccncc2C)CCC1=O (stereo not given)
→ i, 2
54) Cc1nn(C/C(C#N)=N\O)c(C)[n+]1N
→ i, 0.07
55) COCCCNC(=S)N1CCN(C(=O)C(=O)Nc2ccc(C(=O)OC)cc2)CC1
→ i, 0.09
56) c1ccc(OCCSc2nnnn2C2CCCCC2)cc1
→ i, -2.2
57) O=C(Nc1ccccc1)N1CCCC(CNS(=O)(=O)Cc2ccccc2)C1 (stereo not given)
→ i, 0.23
58) CCCOc1ccc(N2C(=O)CC(N(Cc3ccco3)C(C)=O)C2=O)cc1 (stereo not given)
→ i, 0.5
59) O=C(O)C1=C[C@@H](C2CC2)C[C@@H](OCCCCO)O1
→ i, -1.1
60) O=S(=O)(O)c1nnc2sc3ccccc3n12
→ i, 0.35
61) O=C1CCCc2[nH]nc(-c3cccnc3)c21
→ i, -0.13
62) COc1ccc(N2CCN(Cc3cc(=O)c(OCC(=O)NC4CCCC4)co3)CC2)cc1
→ i, 1.1
63) CCc1ccc(C(=O)Cn2ccsc2=N)cc1
→ i, 0.03
64) COc1ccc(CN2C[C@H](Cc3ccccc3)[C@@H](CC(=O)Nc3ccccc3)C2=O)cc1
→ i, -1.9
65) COc1ccc(OC)c(-n2c(=S)[nH]c3c(sc(=S)n3-c3ccccc3)c2=O)c1
→ i, -1.7
66) CCCCc1nc2ccccc2c(=O)n1NC(=O)c1c(O)c2c(n(CC(C)C)c1=O)CCCC2
→ i, -0.21
67) COP(=O)(OC)c1nc(-c2cccc3ccccc23)oc1N1CCOCC1
→ i, 0.86
68) O=C(CSc1nnnn1C1CCCC1)N1CCCc2ccccc21
→ i, -1.9
69) Cc1cc(NC(=O)CCC(=O)N(CC(=O)NCC2CCCO2)c2ccc(C(C)C)cc2)no1 (stereo not given)
→ i, 1.2
70) CCN(CC)c1ccc(/C=C/c2cc(-c3ccccc3)c3ccccc3n2)cc1
→ i, -0.78

Exported in transposed form: entries from further up
63: CCc1ccc(C(=O)Cn2ccsc2=N)cc1
64: COc1ccc(CN2C[C@H](Cc3ccccc3)[C@@H](CC(=O)Nc3ccccc3)C2=O)cc1
65: COc1ccc(OC)c(-n2c(=S)[nH]c3c(sc(=S)n3-c3ccccc3)c2=O)c1
66: CCCCc1nc2ccccc2c(=O)n1NC(=O)c1c(O)c2c(n(CC(C)C)c1=O)CCCC2
67: COP(=O)(OC)c1nc(-c2cccc3ccccc23)oc1N1CCOCC1
68: O=C(CSc1nnnn1C1CCCC1)N1CCCc2ccccc21

Assay by compound,63,64,65,66,67,68
KCNQ2 block,i,i,i,i,i,i
Kir21 inh,0.03,-1.9,-1.7,-0.21,0.86,-1.9

A different layout for two compounds above:
18. NC(=O)C(c1ccc(Cl)cc1)c1ccc(Sc2ccccc2)nn1 (stereo not given)
19. COCCNC(=O)CN1C(=O)COc2ccc(S(=O)(=O)N3CCCCCC3)cc21

| assay / entry | 18 | 19 |
| --- | --- | --- |
| KCNQ2 block | i | i |
| Kir21 inh | 0.74 | -1.9 |

Going on with the list.
Values run as follows: KCNQ2 block, Kir21 inh
71) N#CC1(NC(=O)CN2CCN(S(=O)(=O)c3ccccc3F)CC2)CCCC1
→ i, 0.84
72) CCOc1cccc(-c2nnc3sc(-c4cccs4)nn23)c1
→ i, 0.83
73) COc1cc(/C=C(\C#N)C(=O)NCC2CCCO2)cc(OC)c1OC (stereo not given)
→ i, 0.07
74) COc1ccc(C[C@H]2CN3C(=NC[C@H]3Cc3ccccc3)N2CCNC(=O)c2ccc(C)c(Br)c2)cc1
→ i, -7.3*
75) CC(C)c1ccc(CNn2cnnc2)cc1
→ i, -0.03
76) COC(=O)c1cc(S(=O)(=O)NCc2ccccc2)cn1C
→ i, 0.06
77) O=C(CSc1nnc(SCc2ccc(Cl)cc2)s1)N/N=C/c1ccccc1C(=O)O
→ i, -0.54
78) N#Cc1cc2ccccc2nc1SCC(=O)Nc1ccc(S(=O)(=O)N2CCCC2)cc1
→ i, -2.3
79) COc1ccc(N(CC(=O)NCc2ccccc2)S(C)(=O)=O)cc1
→ i, 1.3
80) COc1ccc(NCC(=O)n2c(C)c(C)c3ccccc32)cc1OC
→ i, -0.47
81) COC(=O)C1=C(C)Nc2nc3ccccc3n2C1c1ccccc1F (stereo not given)
→ i, -0.76
82) CCn1c(COc2ccc(Cl)c(C)c2)nnc1SCC(=O)N1CCCC1
→ i, -1.1
83) CC1CCCCC1NC(=O)CCc1nc2sc3c(c2c(=O)[nH]1)CCCC3 (stereo not given)
→ i, 0.03
84) CCCCNC(=S)N=Nc1c(O)n(Cc2ccccc2)c2ccccc12
→ i, -0.68
85) CCN(CC)C(=O)/C(=C/c1ccc(F)cc1)NC(C)=O
→ i, 1.2
86) Cc1nn(-c2ccc(C(=O)O)cc2)c(=O)c2ccccc12
→ i, -1.2
87) CCNc1c(NS(=O)(=O)c2ccc(OC)cc2)c(=O)oc2ccccc12
→ i, 0
88) O=C(COC(=O)c1cc(=O)c2ccccc2o1)NCC1CCCCC1
→ i, 0.12
89) COc1ccc(OC)c(NC(=O)CSc2nnnn2C2CCCC2)c1
→ i, 0.34
90) CC(C)N(Cc1ccccc1)C(=O)c1cccs1
→ i, -1.5
91) Cc1ccc2[nH]c(=O)c(CN(CCCO)S(=O)(=O)c3c(C)ccc4nsnc34)cc2c1
→ i, -1.1
92) CC1CCCN(C(=O)C(Cc2ccccc2)n2cccc2)C1 (stereo not given)
→ -6.5*, -1.6
93) CCc1ccccc1NC(=O)COc1cccc(-n2cnnn2)c1
→ i, 1.6
94) CC(C)CCOP(=O)(c1ccc(N(C)C)cc1)C(O)c1ccc(C(C)C)cc1 (stereo not given)
→ i, -0.45
95) Cc1ccccc1NC(=O)Cc1nc(COC(=O)/C=C/c2ccccc2)cs1
→ i, 1.3
96) COC(=O)C1=C(CCc2ccccc2)NC(=O)NC1c1ccc(Cl)cc1 (stereo not given)
→ i, -0.7
97) Cc1cccc(-c2noc(CN(C)S(=O)(=O)c3cc(Cl)ccc3Cl)n2)c1
→ -11*, -0.46
98) CCn1c(CNC(=O)COc2ccc(C(C)C)cc2)nnc1SCC(=O)Nc1ccccc1
→ i, 0.02
99) N#Cc1cc(-c2ccccc2)nc(Oc2ccc(Cl)cc2)n1
→ i, 1.9
100) CCC(C)NS(=O)(=O)c1ccc(OCC(=O)NCc2ccco2)cc1 (stereo not given)
→ i, -2.1
101) Cc1nn(C)c(C)c1S(=O)(=O)N1CCC(CO)(CC2CCCCO2)CC1 (stereo not given)
→ i, 0.8
102) Nc1nc2n(n1)C(c1ccco1)CC(c1ccc(F)cc1)N2 (stereo not given)
→ i, -0.35
103) Cc1cccc(NC(=O)CSc2ncnc3sc(C)cc23)c1
→ i, 0.34
104) NC(=O)c1cc(S(=O)(=O)N2CCOCC2)cs1
→ i, 0.03
105) O=C(O)CCn1c2c(c3ccccc31)CCCC2
→ i, -0.17
106) CCOC(=O)N1CCN(Cc2nc3cc(NC(=O)c4cccs4)ccc3n2C)CC1
→ i, 1.6
107) CCn1c(SCC(=O)Nc2nc(-c3ccccc3)cs2)nc2c1c(=O)n(C)c(=O)n2C
→ i, 0.11
108) Cc1ccc2sc3ccc(NC(=O)c4ccccc4Cl)cc3c(=O)c2c1
→ i, -0.2
109) Cc1oc(-c2ccccc2F)nc1CS(=O)(=O)CC(=O)NC(C)CCc1ccccc1 (stereo not given)
→ i, 0.04
110) COC(=O)C1=C(C)Nc2c(c(=O)n(C)c(=O)n2C)C1c1ccc(Cl)cc1 (stereo not given)
→ i, 0.03
111) CC1CC(C)CN(CCCNC(=O)c2c(O)nc3ccccn3c2=O)C1 (stereo not given)
→ i, 1.1
112) c1ccc2oc(NC3=NCN(CC4CCCO4)CN3)nc2c1 (stereo not given)
→ i, 1.9
113) CCN(CC)C(=O)CN(C#N)c1nc(Cl)nc(N(C)C)n1
→ i, -1.2
114) CC1CC(C)CN(C(=O)Cn2ncc3c([nH]c4ccccc43)c2=O)C1 (stereo not given)
→ i, 0.02
115) O/C(=C\c1ccc2ccccc2n1)c1ccc(O)cc1O
→ i, -1.1
116) COc1ccc(C2/C=C\CN(C(=O)Nc3ccc(C(F)(F)F)cc3)CC(=O)N2Cc2ccc(F)cc2)cc1 (stereo not given)
→ i, -0.7
117) CC1CCCCC1NC(=O)CNC(=O)c1cccs1 (stereo not given)
→ i, 1.6

Down the list, quoted from above:
Entries 76–87 in KCNQ2 block, in turn: i, i, i, i, i, i, i, i, i, i, i, i

Assay outcomes as filed in PubChem.
